PLK1 PBD block: PLK1 (human) polo-box domain binding inhibition; P53350; Plk1 PBD binding of FITC phosphopeptide, fluorescence polarization; Potency, µM, for inactives: max response, negative = inhibition, actives largely listed as inhibitors; actives 2.8% (n = 360,000); AID 720504; further: potency means the concentration at half of the fitted maximal effect; series mostly up to about 57 µM; on the % scale 0 is the no-effect control and ±100 the full control effect; nearly all actives have a fitted effect of over 65% in size
Target sequence (P53350 whole entry, looked up, the tested form may be a part): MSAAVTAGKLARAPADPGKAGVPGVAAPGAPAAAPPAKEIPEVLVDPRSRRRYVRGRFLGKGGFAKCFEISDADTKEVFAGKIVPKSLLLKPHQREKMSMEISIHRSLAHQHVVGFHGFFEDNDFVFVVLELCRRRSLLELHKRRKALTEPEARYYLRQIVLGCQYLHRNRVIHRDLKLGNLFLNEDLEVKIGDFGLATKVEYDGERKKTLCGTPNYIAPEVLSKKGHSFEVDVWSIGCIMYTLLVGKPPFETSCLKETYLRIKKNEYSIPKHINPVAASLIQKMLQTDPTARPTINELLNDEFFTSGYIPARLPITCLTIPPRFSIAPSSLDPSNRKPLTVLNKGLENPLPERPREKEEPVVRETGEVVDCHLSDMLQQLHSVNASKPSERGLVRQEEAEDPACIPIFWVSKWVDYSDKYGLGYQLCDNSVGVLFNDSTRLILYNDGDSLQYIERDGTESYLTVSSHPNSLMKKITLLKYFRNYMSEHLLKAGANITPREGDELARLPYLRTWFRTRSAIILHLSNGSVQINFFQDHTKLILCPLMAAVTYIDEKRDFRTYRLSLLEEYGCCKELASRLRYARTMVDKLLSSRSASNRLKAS
WRN inhibitor: blocks human WRN helicase; AID 651768; WRN helicase unwinding, fluorescent forked duplex, kinetic; actives 0.46% (n = 360,000); Potency, µM (highest dose often 114 µM), for the others: at the highest dose activity change, negative = inhibition, actives largely listed as inhibitors; further: potency means the concentration at half of the fitted maximal effect; on the % scale 0 is the no-effect control and ±100 the full control effect; nearly all actives have a fitted effect of over 55% in size
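Primary qHTS, 1536-well format. 20 nM WRN + compound, 15 min RT; start with 100 nM forked fluorophore/quencher duplex, 2 mM ATP (final); kinetic read ex 525/em 598 nm.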
PI5P4Ka inh: PI5P4K alpha (human) kinase inhibition. actives 1.2% (n = 330,000). max response, %. AID 652105. P48426. PI5P4Kalpha enzyme, ADP-Glo luminescence, 60 min; active compounds read low; active means max response of -50% or lower; inconclusive means between -30% and -50%; inactive means -30% or higher; further: value at the top dose of about 77 µM; on the % scale 0 is the no-effect control and ±100 the full control effect
Target sequence (P48426 whole entry, looked up): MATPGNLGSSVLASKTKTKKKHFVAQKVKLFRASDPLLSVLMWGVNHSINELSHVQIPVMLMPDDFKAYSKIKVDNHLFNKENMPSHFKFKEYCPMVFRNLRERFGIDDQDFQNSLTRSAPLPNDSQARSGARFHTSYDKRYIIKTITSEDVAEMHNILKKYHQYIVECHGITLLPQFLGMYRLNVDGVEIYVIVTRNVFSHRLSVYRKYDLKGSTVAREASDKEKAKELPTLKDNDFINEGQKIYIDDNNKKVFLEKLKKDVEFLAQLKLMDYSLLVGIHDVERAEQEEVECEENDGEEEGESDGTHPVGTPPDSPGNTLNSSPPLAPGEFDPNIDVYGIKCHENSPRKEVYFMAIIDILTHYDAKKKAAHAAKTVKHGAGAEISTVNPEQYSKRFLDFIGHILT
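ADP-Glo luminescence end-point after a 60 min room-temperature kinase reaction. PI5P4Kalpha and substrate in HEPES pH 7.4 buffer with EGTA, 0.1% CHAPS and 5% DMSO; ATP at 5 microM final.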
CCT modulator: changes cytosolic chaperonin activity | actives 0.3% (n = 360,000) | AID 651819 | purified chaperonin ATPase assay, HTRF ADP detection, 30 min | activity change, % (test concentration not listed), hits read low; in the data active means activity change below about -30%; further: on the % scale 0 is the no-effect control and ±100 the full control effect
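TRiC at 40 or 20 nM final (batch-dependent) in 30 mM Tris pH 7.4, 100 mM KCl, 5 mM MgCl2, 1 mM DTT, with compound at single 76 uM and 10 uM ATP, 30 min at 37 deg C. ADP detected by HTRF Transcreener, 665/615 ratio.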
EPAC1 ag: agonists of human EPAC1; EPAC1 agonist qHTS, biochemical assay; response scale: 100% = response to 6.5 mM cAMP; Potency, µM (series often up to 154 µM), for the others: at the top dose activation, actives largely listed as activators; actives 0.073% (n = 360,000); AID 720707; further: potency means the concentration at half of the fitted maximal effect; nearly all actives have a fitted effect of over 60% in size
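Read-out is the fluorescence drop as BODIPY-GDP leaves Rap1B (480 nm excitation, 540 nm emission), recorded every 5 minutes over 30 minutes. Reactions held 100 nM EPAC1, 250 nM Rap1B–BODIPY-GDP and 50 uM GDP, with 6.5 mM cAMP setting full activation.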
IL2 activator: activators of IL-2; IL-2 activation reporter assay, cell-based qHTS; stimulated with anti-CD3/CD4/CD28 beads; in transgenic mouse T cells; actives 0.065% (n = 360,000); activation, % (series mostly up to about 46 µM); in the data active means activation above about 50%; inconclusive means mostly about 30% to 49%; further: 0% is about no effect
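Unstimulated transgenic mouse T cells; 60-min compound exposure; bead-based TCR/CD4/CD28 stimulation; 18 h culture, 37 degrees C; dual fluorescence (EGFP, DsRed) plate cytometry.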
EPAC2 agonist: activates human EPAC2 exchange factor; Q8WZA2; actives 0.079% (n = 360,000); EPAC2 activation, biochemical qHTS; response scale: 100% = 6.5 mM cAMP response; Potency, µM (top dose mostly 154 µM), without a hit: top-dose activation, hits mostly activators; further: potency means the concentration at half of the fitted maximal effect; nearly all actives have a fitted effect of over 50% in size
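Nucleotide exchange monitored as fluorescence drop when BODIPY-GDP leaves Rap1B. Reaction: 100 nM EPAC2, 250 nM RAP1B-BODIPY-GDP, 50 uM GDP, room temperature, kinetic read over 30 min. Activity expressed relative to 6.5 mM cAMP.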
EPAC1 antagonist: antagonists of human EPAC1 | O95398 | EPAC1 GEF assay, Rap1b-BODIPY-GDP exchange fluorescence | Potency, µM (titrated, usually from 115 µM), for the others: at the top dose activity change, negative = inhibition, hits mostly inhibitors | actives 0.14% (n = 360,000) | AID 720709;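 further: potency means the concentration at half of the fitted maximal effect; plate controls were vehicle for no effect and positive control for full effect; nearly all actives have a fitted effect of over 50% in size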
An asterisk follows results filed as active. Unless noted, the call rests on the fitted dose curve; in most records, active means well fitted curve in the direction sought with a large enough effect; inconclusive means small, poorly fitted or top-dose-only effect, or another doubt; inactive means no such curve, though single readings can be large; an effect the other way counts as inactive or inconclusive. Only part of the results is shown. The share of hits here may be higher or lower than overall.

A first look:
What do the screens show for `CC(C)CN1C(=O)C(=O)N(CC(=O)c2ccc[nH]2)C1=O`?
PLK1 PBD block: -7%; WRN inhibitor: -24%; PI5P4Ka inh: 5; CCT modulator: 0.2; EPAC1 ag: -6%; IL2 activator: -0.6; EPAC2 agonist: 17%; EPAC1 antagonist: -14%

How did COCC(=O)Nc1nc(-c2ccc(-c3ccccc3)cc2)cs1 do in these assays?
PLK1 PBD block: -18%; WRN inhibitor: -31%; PI5P4Ka inh: 7; CCT modulator: -1.0; EPAC1 ag: -3%; IL2 activator: 0.6; EPAC2 agonist: -2%; EPAC1 antagonist: -17%

What do the screens show for `CC(=O)c1cccc(-c2ccnc3c2CC(C(=O)NCc2ccncc2)O3)c1` (stereo not drawn)?
PLK1 PBD block: -13%; WRN inhibitor: -7%; PI5P4Ka inh: 5; CCT modulator: -0.6; EPAC1 ag: -3%; IL2 activator: 0.2; EPAC2 agonist: -1%; EPAC1 antagonist: 10%

How did CC(=O)c1cccc(NC(=O)N2CCCC2C(=O)NC2CCCCC2)c1 (stereo not drawn) do in these assays?
PLK1 PBD block: -2%; WRN inhibitor: 7%; PI5P4Ka inh: 0; CCT modulator: -0.6; EPAC1 ag: 5%; IL2 activator: 0.2; EPAC2 agonist: 0%; EPAC1 antagonist: -6%

All compounds of this part, repeating the preview:
What do the screens show for `CC(C)CN1C(=O)C(=O)N(CC(=O)c2ccc[nH]2)C1=O`?
PLK1 PBD block: -7%; WRN inhibitor: -24%; PI5P4Ka inh: 5; CCT modulator: 0.2; EPAC1 ag: -6%; IL2 activator: -0.6; EPAC2 agonist: 17%; EPAC1 antagonist: -14%

How did COCC(=O)Nc1nc(-c2ccc(-c3ccccc3)cc2)cs1 do in these assays?
PLK1 PBD block: -18%; WRN inhibitor: -31%; PI5P4Ka inh: 7; CCT modulator: -1.0; EPAC1 ag: -3%; IL2 activator: 0.6; EPAC2 agonist: -2%; EPAC1 antagonist: -17%

What do the screens show for `CC(=O)c1cccc(-c2ccnc3c2CC(C(=O)NCc2ccncc2)O3)c1` (stereo not drawn)?
PLK1 PBD block: -13%; WRN inhibitor: -7%; PI5P4Ka inh: 5; CCT modulator: -0.6; EPAC1 ag: -3%; IL2 activator: 0.2; EPAC2 agonist: -1%; EPAC1 antagonist: 10%

How did CC(=O)c1cccc(NC(=O)N2CCCC2C(=O)NC2CCCCC2)c1 (stereo not drawn) do in these assays?
PLK1 PBD block: -2%; WRN inhibitor: 7%; PI5P4Ka inh: 0; CCT modulator: -0.6; EPAC1 ag: 5%; IL2 activator: 0.2; EPAC2 agonist: 0%; EPAC1 antagonist: -6%

Results for O=C(CN1C(=O)c2ccccc2S1(=O)=O)NCc1ccccc1 ?
PLK1 PBD block: -9%; WRN inhibitor: -33%; PI5P4Ka inh: 2; CCT modulator: 0.3; EPAC1 ag: 9%; IL2 activator: 2.5; EPAC2 agonist: 11%; EPAC1 antagonist: -10%

How did Cc1cc(N2CCOCC2)ccc1/C=C1\NC(=O)N(Cc2ccccc2F)C1=O do in these assays?
PLK1 PBD block: -1%; WRN inhibitor: -1%; PI5P4Ka inh: 0; CCT modulator: -3.3; EPAC1 ag: 9%; IL2 activator: 0.1; EPAC2 agonist: -3%; EPAC1 antagonist: inconclusive

Results for C=CCN(CC=C)CCCOc1ccccc1C(=O)OC ?
PLK1 PBD block: -14%; WRN inhibitor: -3%; PI5P4Ka inh: -1; CCT modulator: -2.5; EPAC1 ag: -2%; IL2 activator: 2.2; EPAC2 agonist: 14%; EPAC1 antagonist: -10%

What do the screens show for `c1ccc(N2CCN(c3ncccn3)CC2)cc1`?
PLK1 PBD block: -7%; WRN inhibitor: -2%; PI5P4Ka inh: -3; CCT modulator: -9.8; EPAC1 ag: 5%; IL2 activator: -0.1; EPAC2 agonist: 11%; EPAC1 antagonist: 7%

Results for CCc1ccccc1N1CSC2=C(C#N)C(c3ccccc3F)CC(=O)N2C1 (stereo not drawn) ?
PLK1 PBD block: 19µM*; WRN inhibitor: -1%; PI5P4Ka inh: -60*; CCT modulator: -1.2; EPAC1 ag: -1%; IL2 activator: 0.8; EPAC2 agonist: 9%; EPAC1 antagonist: -16%

How did Cc1ccc(-c2cc3ccccc3nc2N2CCOCC2)cc1 do in these assays?
PLK1 PBD block: -23%; WRN inhibitor: -3%; PI5P4Ka inh: 16; CCT modulator: -7.6; EPAC1 ag: 3%; IL2 activator: 2.4; EPAC2 agonist: 13%; EPAC1 antagonist: -8%

How did CC(C)Oc1ccccc1OC1(C)CCN(Cc2ccc(OC(F)(F)F)cc2)C1 (stereo not drawn) do in these assays?
PLK1 PBD block: 8%; WRN inhibitor: -3%; PI5P4Ka inh: 13; CCT modulator: 0.5; EPAC1 ag: -18%; IL2 activator: -0.5; EPAC2 agonist: -11%; EPAC1 antagonist: -7%

Results for Cc1cc(=O)nc2c3ccccc3n(C(C)C(=O)Nc3c(F)c(F)c(F)c(F)c3F)n12 (stereo not drawn) ?
PLK1 PBD block: 1%; WRN inhibitor: 3%; PI5P4Ka inh: 2; CCT modulator: -3.8; EPAC1 ag: -12%; IL2 activator: -0.2; EPAC2 agonist: -6%; EPAC1 antagonist: -7%

What do the screens show for `Cn1c(=O)c2c(ncn2CC(=O)N2CCN(S(=O)(=O)c3ccc(Cl)cc3)CC2)n(C)c1=O`?
PLK1 PBD block: -2%; WRN inhibitor: -3%; PI5P4Ka inh: -3; CCT modulator: 0.9; EPAC1 ag: 15%; IL2 activator: 1.6; EPAC2 agonist: 4%; EPAC1 antagonist: 6%

What do the screens show for `O=C(CCN1N=C(c2ccccc2)CCC1=O)NCC1COc2ccccc2O1` (stereo not drawn)?
PLK1 PBD block: 6%; WRN inhibitor: 1%; PI5P4Ka inh: -7; CCT modulator: 2.2; EPAC1 ag: -1%; IL2 activator: 1.6; EPAC2 agonist: 8%; EPAC1 antagonist: -11%

How did CC(=O)c1ccc(OCC(O)CN2CCN(c3ccccn3)CC2)cc1 (stereo not drawn) do in these assays?
PLK1 PBD block: -8%; WRN inhibitor: 0%; PI5P4Ka inh: 3; CCT modulator: -1.5; EPAC1 ag: -14%; IL2 activator: -4.2; EPAC2 agonist: 3%; EPAC1 antagonist: -8%

Results for Cc1ccc(NC(=O)CSC(C)C(=O)OCc2cc(=O)oc3cc(O)ccc23)cc1 (stereo not drawn) ?
PLK1 PBD block: -24%; WRN inhibitor: -5%; PI5P4Ka inh: -29; CCT modulator: -0.9; EPAC1 ag: 13%; IL2 activator: -3.0; EPAC2 agonist: 6%; EPAC1 antagonist: -6%

What do the screens show for `CCC1(C)CC2(CCCN(CCC(O)(c3ccccc3)c3ccccc3)C2)CCO1` (stereo not drawn)?
PLK1 PBD block: -4%; WRN inhibitor: -15%; PI5P4Ka inh: 3; CCT modulator: -0.1; EPAC1 ag: 5%; IL2 activator: -4.2; EPAC2 agonist: 24%; EPAC1 antagonist: -16%

What do the screens show for `O=Cc1c[nH]c2cccc(OCc3ccccc3)c12`?
PLK1 PBD block: -9%; WRN inhibitor: -30%; PI5P4Ka inh: -10; CCT modulator: -1.1; EPAC1 ag: 16%; IL2 activator: -0.3; EPAC2 agonist: 10%; EPAC1 antagonist: -30%

Results for COc1cccc(NC(=O)CC(C)=O)c1 ?
PLK1 PBD block: 0%; WRN inhibitor: -3%; PI5P4Ka inh: -5; CCT modulator: 1.2; EPAC1 ag: 2%; IL2 activator: -0.5; EPAC2 agonist: -5%; EPAC1 antagonist: 12%

Results for Cc1nc(Nc2ccccc2)sc1-c1ccccc1 ?
PLK1 PBD block: -3%; WRN inhibitor: -29%; PI5P4Ka inh: 9; CCT modulator: -0.1; EPAC1 ag: 12%; IL2 activator: -0.4; EPAC2 agonist: 10%; EPAC1 antagonist: -15%

Results for CN(c1ccc(C(=O)N2CCN(Cc3ccc4c(c3)OCO4)CC2)cc1)S(C)(=O)=O ?
PLK1 PBD block: -9%; WRN inhibitor: 7%; PI5P4Ka inh: -6; CCT modulator: -0.6; EPAC1 ag: -4%; IL2 activator: -4.2; EPAC2 agonist: 8%; EPAC1 antagonist: -7%

Results for CC(NS(=O)(=O)c1ccc(Br)cc1)C(=O)NCc1ccco1 (stereo not drawn) ?
PLK1 PBD block: -20%; WRN inhibitor: 0%; PI5P4Ka inh: 5; CCT modulator: -0.8; EPAC1 ag: 12%; IL2 activator: -0.5; EPAC2 agonist: 7%; EPAC1 antagonist: 9%

How did CCCCC1=CC2=CC(=O)C(C)(OC(=O)CC)C(=O)C2=CN1CCOC (stereo not drawn) do in these assays?
PLK1 PBD block: -17%; WRN inhibitor: 2%; PI5P4Ka inh: 1; CCT modulator: 1.1; EPAC1 ag: -18%; IL2 activator: -3.1; EPAC2 agonist: -1%; EPAC1 antagonist: 17%

How did CCOC(=O)C1CCCN(C(=O)c2cccc(S(=O)(=O)N(Cc3ccccc3)c3ccccc3OC)c2)C1 (stereo not drawn) do in these assays?
PLK1 PBD block: -5%; WRN inhibitor: -24%; PI5P4Ka inh: 2; CCT modulator: -0.7; EPAC1 ag: -3%; IL2 activator: -0.7; EPAC2 agonist: 14%; EPAC1 antagonist: -25%

Results for Cc1cc(C)cc(NC(=S)N2C3CCCC2CC(NC(=O)C2CC2)C3)c1 (stereo not drawn) ?
PLK1 PBD block: -9%; WRN inhibitor: 6%; PI5P4Ka inh: -8; CCT modulator: -0.7; EPAC1 ag: 4%; IL2 activator: -1.2; EPAC2 agonist: 8%; EPAC1 antagonist: -18%

How did CN(C)c1cccc(C(=O)NC2CCCc3ccccc32)c1 (stereo not drawn) do in these assays?
PLK1 PBD block: 0%; WRN inhibitor: 10%; PI5P4Ka inh: 1; CCT modulator: 1.6; EPAC1 ag: 5%; IL2 activator: 0.4; EPAC2 agonist: 3%; EPAC1 antagonist: -3%

Results for C=CCN1C=C2C(=O)C(C)(OC(=O)CCC(=O)OC)C(=O)C=C2C=C1C1CC1 (stereo not drawn) ?
PLK1 PBD block: -16%; WRN inhibitor: -2%; PI5P4Ka inh: 0; CCT modulator: -3.1; EPAC1 ag: -14%; IL2 activator: -0.4; EPAC2 agonist: 9%; EPAC1 antagonist: -1%
